Screening data as filed in PubChem BioAssay.
GSTO1 inh: inhibitors of recombinant GSTO1, primary screen, counter-screen for RBBP9 inhibitor project, biochemical, fluorescence polarization; inhibition, % at 5.96 µM; hit rate 1.1% among 300,000; Glutathione S-transferase omega-1 (Homo sapiens), P78417; AID 1974, 2009; activity-based probe fluorescence polarization;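 active = inhibition above the campaign mean inhibition plus 3 SD, cut at about 35% in these data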;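 note: 0% = GSTO1-1 with DMSO and 100% = wells lacking GSTO1-1 enzyme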
Target sequence (P78417 whole entry, looked up): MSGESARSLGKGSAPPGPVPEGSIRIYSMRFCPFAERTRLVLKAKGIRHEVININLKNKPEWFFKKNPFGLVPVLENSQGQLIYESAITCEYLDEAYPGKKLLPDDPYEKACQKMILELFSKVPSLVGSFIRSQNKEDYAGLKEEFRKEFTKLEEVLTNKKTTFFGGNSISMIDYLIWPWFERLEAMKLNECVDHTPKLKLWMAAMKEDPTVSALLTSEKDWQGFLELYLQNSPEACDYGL
PAFAH1B3 inh: PAFAH1B3 enzyme inhibitors, primary screen, biochemical, fluorescence polarization, human; Platelet-activating factor acetylhydrolase IB subunit alpha1 (Homo sapiens), Q15102; recombinant PAFAH1B3, FP-rhodamine probe; inhibition, % at 3.39 µM; hit rate 0.28% among 340,000; AID 492972, 2010;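 active = inhibition above the screen-wide average of all tested compounds plus 3 SD, cut at about 25% in these data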;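 note: 0% = enzyme with DMSO only and 100% = wells lacking PAFAH1B3 protein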
Target sequence (Q15102 whole entry, looked up): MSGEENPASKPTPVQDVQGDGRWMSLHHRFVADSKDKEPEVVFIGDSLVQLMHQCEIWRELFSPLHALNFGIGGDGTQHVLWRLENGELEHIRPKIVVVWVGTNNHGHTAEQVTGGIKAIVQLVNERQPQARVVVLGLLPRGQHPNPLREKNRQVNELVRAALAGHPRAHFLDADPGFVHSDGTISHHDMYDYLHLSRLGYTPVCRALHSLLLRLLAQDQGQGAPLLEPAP
PAFAH1B2 inh: PAFAH1B2 enzyme inhibitors, primary screen, biochemical, fluorescence polarization, human; recombinant PAFAH1B2, FP-rhodamine activity probe; inhibition, % at 3.39 µM; hit rate 1.2% among 340,000; AID 492953, 2010;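 active = inhibition above the mean of all tested compounds plus 3 SD, cut at about 24% in these data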;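 note: 0% = enzyme with DMSO and 100% = wells lacking PAFAH1B2; many of its hits are not listed in these tables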
LYPLA2 inh: LYPLA2 inhibitors, primary screen, counter-screen for PME1 inhibitor project, biochemical, fluorescence polarization, FP-Rh probe ABPP | Acyl-protein thioesterase 2 (Homo sapiens), O95372 | recombinant LYPLA2 | inhibition, % at 5.9 µM | hit rate 0.38% among 320,000;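 active = inhibition above the screen-wide mean plus 3 SD, limit set per campaign, cut at about 26% in these data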;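 note: 0% = LYPLA2 with DMSO and 100% = wells lacking LYPLA2 enzyme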
PREPL inhibitor: PREPL enzyme inhibitors, primary screen, biochemical, fluorescence polarization. inhibition, % at 5.96 µM. Prolyl endopeptidase-like (Homo sapiens), Q4J6C6. hit rate 0.68% among 320,000. recombinant PREPL, fluorescence polarization activity-based probe; in the data active = inhibition above about 43%;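 note: 0% = enzyme with DMSO and 100% = wells lacking enzyme; many of its hits are not listed in these tables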
PAD4 FP inh: human PAD4 inhibitors, primary screen, biochemical, fluorescence polarization, 1536-well format | Protein-arginine deiminase type-4 (Homo sapiens), Q9UM07 | recombinant PAD4, RCA probe fluorescence polarization | inhibition, % at 6.36 µM | hit rate 0.41% among 330,000 | AID 485272, 2010;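 active = percent inhibition above a cutoff equal to the mean of all tested compounds plus 3 SD, cut at about 15% in these data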;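 note: 0% = PAD4 with RCA probe and DMSO and 100% = probe without PAD4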
LYPLA1 counter: LYPLA1 inhibitors, primary screen, counter-screen for PME1 inhibitor project, biochemical, fluorescence polarization, FP-Rh probe ABPP; recombinant LYPLA1; inhibition, % at 5.9 µM; hit rate 0.16% among 320,000; AID 2174, 2009;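 active = inhibition above the mean of all tested compounds plus 3 SD, set per campaign, cut at about 14% in these data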;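 note: inhibitors block serine hydrolase probe labeling of LYPLA1 so polarization falls; 0% = enzyme with DMSO and 100% = wells lacking LYPLA1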
pPAFAH inh: pPAFAH enzyme inhibitors, primary screen, biochemical, fluorescence polarization, human | Platelet-activating factor acetylhydrolase (Homo sapiens), Q13093 | hit rate 1.5% among 330,000 | recombinant pPAFAH, FP-rhodamine probe fluorescence polarization | inhibition, % at 3.39 µM;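 active = inhibition above the mean inhibition across the screen plus 3 SD, cut at about 25% in these data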;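 note: inhibitors block binding of the rhodamine activity-based probe so polarization drops; 0% = enzyme with DMSO and 100% = wells lacking pPAFAH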
Target sequence (Q13093 whole entry, looked up): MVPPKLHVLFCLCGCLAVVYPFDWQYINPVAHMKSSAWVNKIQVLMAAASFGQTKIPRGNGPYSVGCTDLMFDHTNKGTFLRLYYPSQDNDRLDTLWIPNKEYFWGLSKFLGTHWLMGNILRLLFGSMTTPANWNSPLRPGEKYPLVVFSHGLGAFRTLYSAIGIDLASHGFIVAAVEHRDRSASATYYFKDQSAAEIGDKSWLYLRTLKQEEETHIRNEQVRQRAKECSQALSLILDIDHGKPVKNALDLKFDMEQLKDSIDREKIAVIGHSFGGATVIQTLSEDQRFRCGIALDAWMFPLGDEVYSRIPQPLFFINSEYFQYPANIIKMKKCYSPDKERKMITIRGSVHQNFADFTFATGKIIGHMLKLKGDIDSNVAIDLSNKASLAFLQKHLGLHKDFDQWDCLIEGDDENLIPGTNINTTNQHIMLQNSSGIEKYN
PAFAH2 FP inh: PAFAH2 enzyme inhibitors, primary screen, biochemical, fluorescence polarization, human | hit rate 0.99% among 340,000 | Platelet-activating factor acetylhydrolase 2, cytoplasmic (Homo sapiens), Q99487 | inhibition, % at 3.39 µM | recombinant PAFAH2, FP-rhodamine activity probe;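 active = inhibition above the mean over all tested compounds plus 3 SD, cut at about 30% in these data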;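 note: inhibitors block probe labeling of enzyme so polarization drops; 0% = enzyme with DMSO and 100% = wells lacking PAFAH2 protein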
Starred values were filed as active, the others as inactive; nt = not tested or not shown.

SMILES	GSTO1 inh	PAFAH1B3 inh	PAFAH1B2 inh	LYPLA2 inh	PREPL inhibitor	PAD4 FP inh	LYPLA1 counter	pPAFAH inh	PAFAH2 FP inh
O=C(NC(=S)Nc1ccc(N2CCCCC2)c(Cl)c1)c1ccc2c(c1)OCCO2	-4.7	-8.4	-8.9	-1.6	-6.3	-6.2	-0.8	2.3	-7.1
Cc1cc(C)n(C(C)CC(=O)N2CCc3ccccc32)n1 (centres undefined)	5.6	6.8	10.3	-3.0	3.4	-0.9	2.2	-2.4	-6.6
CC(C)COP(=O)(OCC(C)C)C(O)c1ccc(F)cc1 (centres undefined)	2.6	7.0	1.5	-0.2	-1.7	-2.5	3.4	-0.4	3.0
Cc1cc(C(F)(F)F)c(C#N)c(SCC(=O)Nc2nc3cc(Br)ccc3s2)n1	1.3	-57.3	-28.5	-20.5	4.5	-1.2	-14.7	-1.3	-54.0
Cc1cc(/C=N/NC(N)=O)c(C)c(CO)c1	-0.4	-1.7	3.4	1.9	1.9	-2.1	2.0	-2.2	1.8
Cc1c(-c2ccccc2)n[nH]c1C(=O)NN	2.1	-7.0	2.2	6.7	2.2	-5.3	3.0	6.4	-7.2
O=C1CCCC(=NCc2ccco2)C1	3.8	2.8	-4.7	-6.3	5.4	-5.5	3.6	-4.8	-1.0
CC(C)C(=O)NCCn1ccc2ccccc21	1.2	1.5	4.0	6.0	-18.9	1.9	-0.1	-0.6	-3.0
Cc1cccc2c3c([nH]c12)C(=O)CC(C)(C)S3	4.3	7.3	1.2	3.4	-2.7	-1.1	-0.7	1.1	5.8
CCOC(=O)C1CCCN(c2c(NCCCN3CCCC(C)C3)c(=O)c2=O)C1 (centres undefined)	8.7	8.5	1.9	0.9	-0.5	-1.1	2.9	-4.9	-3.5
CCOC(=O)c1ccccc1OCc1cc(/C=N/NC(=O)c2cccnc2)ccc1OC	-23.3	4.0	-0.7	-15.9	-11.5	0.2	-19.0	2.2	-4.9
CN1CCN(CCC(=O)Nc2cccc(Br)c2)CC1	3.4	6.8	4.8	-7.0	6.7	-2.2	-1.6	-0.8	0.5
CCOc1ccc(OCCSc2nnnn2C2CCCCC2)cc1	2.7	0.1	-0.8	8.4	10.9	-7.0	-3.4	4.2	-10.8
CN1CCC(=NNC(=O)C(=O)NC(C)(C)C)CC1	0.0	2.5	11.1	2.2	1.4	3.2	0.3	3.7	-4.7
Cc1nn(C(C)C(=O)NC(C)CCc2ccccc2)c(=O)c2cc3occc3n12 (centres undefined)	-1.7	4.2	1.8	0.3	22.1	-3.5	-1.1	-1.0	-4.9
Cc1ccc(/C=C/S(=O)(=O)NCCC(=O)NCc2ccc(F)cc2)cc1	nt	6.5	7.3	-0.9	-22.3	-2.5	-0.2	6.4	-0.4
COc1ccc(NS(=O)(=O)c2ccc(C)c(C(=O)NCCCN3CCCC3=O)c2)cc1	nt	5.7	-5.1	0.7	4.3	-0.4	-1.2	10.2	5.8
COc1ccc(OC)c(NC(=O)c2ccc(OC3CSC3)cc2)c1	10.1	2.4	1.5	3.8	3.1	0.4	1.8	9.2	-2.3
Brc1ccc(-c2ccc(/C=N/Nc3nc(N4CCOCC4)nc(N4CCOCC4)n3)o2)cc1	1.2	0.4	0.9	2.0	1.4	1.6	1.3	6.4	3.8
Cn1c2ccccc2c(=O)c2ccc(C#Cc3ccc(N)cc3)cc21	13.8	35.3*	1.5	-21.3	23.2	-8.0	-9.4	24.5	-12.6
COc1ccc(S(=O)(=O)N2CCCC(C(F)(F)F)C2)cc1 (centres undefined)	5.4	9.8	13.1	1.5	-4.6	-0.2	6.2	0.9	3.8
CC(C)Oc1cccc(C(=O)O)c1	-3.2	7.2	4.0	-3.9	8.5	-4.3	-0.5	1.5	4.1
O=C(Nc1nc2nccc(-c3ccccc3)n2n1)c1ccc(F)cc1	1.3	3.1	5.4	6.6	12.4	0.0	2.6	-1.5	2.1
CN(C)CCN(C(=O)c1cccs1)c1nc2cc3c(cc2s1)OCCO3	-4.1	7.4	-2.0	2.3	0.3	-1.3	0.2	1.0	-3.2
CCOc1ccccc1/C=C/c1onc(C)c1S(=O)(=O)N1CCC(C(=O)NC(C)(C)C)CC1	-9.4	3.3	3.5	-5.3	1.7	-1.1	-3.8	-1.8	0.7
Next part:
SMILES	GSTO1 inh	PAFAH1B3 inh	PAFAH1B2 inh	LYPLA2 inh	PREPL inhibitor	PAD4 FP inh	LYPLA1 counter	pPAFAH inh	PAFAH2 FP inh
O=S(=O)(c1ccccc1)c1nnn2c1nc(NC1CCN(Cc3ccccc3)CC1)c1cc(Cl)ccc12	-1.7	-1.6	0.9	6.0	-14.4	-0.5	-2.2	0.8	-11.3
CC(C)(C)C(=O)Nc1nnc(SCc2cccc(F)c2)s1	-15.3	3.8	2.8	0.2	7.0	-0.3	-1.5	4.9	0.4
O=C(NCCSc1ccccc1)c1cncc(Br)c1	3.4	5.1	9.9	0.7	-11.4	-8.6	-0.5	-0.6	5.8
COc1ccc(CCC(=O)N2CCN(S(=O)(=O)c3cccc(C(F)(F)F)c3)CC2)cc1OC	nt	5.9	-3.5	-0.5	9.5	2.0	0.3	4.7	-1.7
CCCCc1nc2n[nH]c(N)c2c2c1CSC(C)(C)C2	2.1	5.5	7.2	3.5	8.0	0.6	1.1	3.2	5.8
CCOc1ccc(Nc2cc(C)nc(N3CCOCC3)n2)cc1	-2.7	3.6	3.5	18.1	5.3	0.1	3.7	1.5	-7.4
COc1cc(NS(=O)(=O)c2ccc(NC(=O)CN3C(=O)c4ccccc4C3=O)cc2)nc(OC)n1	0.8	-4.1	-3.2	4.8	3.4	1.3	0.2	0.3	-3.4
COc1ccc(/C=N/N=C2/NC(=O)C(CC(=O)O)S2)cc1OCc1ccccc1Cl (centres undefined)	-0.1	-2.2	2.3	2.6	1.7	1.3	0.4	7.5	-1.8
Cc1ccc(S(=O)(=O)NC(=O)NCc2ccc(F)cc2)cc1	9.2	4.0	13.9	-4.6	0.3	-2.6	1.7	2.0	-6.8
CCN(CC)CCC(C)OC(=O)c1ccc(O)cc1O (centres undefined)	7.2	2.6	6.3	-1.6	2.9	2.3	-1.7	1.3	-1.7
COc1ccccc1-n1c(=O)c2c3c(sc2n2c(SC(C)C)nnc12)CCC3	-9.2	7.5	2.7	-3.7	-3.0	2.2	-1.8	4.0	4.9
Cc1ccc(O)c(-c2cc(-c3cccc(F)c3)n[nH]2)c1	-10.4	-6.7	-8.4	-12.0	12.0	0.3	-18.3	-6.2	5.8
OC(COc1ccc(OCc2ccccc2)cc1)CN1CCCCC1 (centres undefined)	-9.2	2.7	1.0	1.3	1.4	-3.1	2.6	5.8	0.8
O=C1CC(c2ccccc2)CCc2sccc2N1 (centres undefined)	0.5	0.0	-1.8	3.2	-7.2	-1.4	0.8	0.5	2.7
O=c1c2ccccc2nc2n1C(CSCc1ccccc1)CS2 (centres undefined)	0.6	-3.3	9.8	3.0	4.7	0.4	0.7	6.6	3.7
COc1ccccc1CCc1nnc(CCC(=O)NCC[C@@H]2C[C@@H]3C=C[C@H]2C3)o1	4.0	4.4	9.8	5.7	9.8	-2.0	3.0	3.9	2.1
COc1cccc(CNc2cc(C)ccn2)c1O	0.6	6.7	2.4	1.5	14.5	1.1	0.3	4.3	6.0
O=C(CSc1nc2ccccc2[nH]1)NCc1ccccc1	13.8	1.4	5.9	13.2	10.9	-0.2	1.7	-4.8	1.6
O=C1CC(c2ccccc2)n2nc(NS(=O)(=O)c3ccccc3)nc2N1 (centres undefined)	-6.2	3.0	8.1	-6.7	14.4	1.8	-2.8	3.7	6.1
CCC(O)CNc1nc(-n2nc(C)cc2C)nc2sc3c(c12)CC(C)(C)OC3 (centres undefined)	-2.2	3.2	-1.3	-9.2	15.9	-3.0	-2.0	-9.6	-12.9
COc1cccc(CC(=O)N2CCC(n3nccc3NC(=O)C3CCOC3)CC2)c1 (centres undefined)	6.8	-2.4	-0.3	4.5	6.9	-3.8	1.3	0.1	0.4
CC(=O)N1CCN(C(=S)c2ccc(Cl)cc2)CC1	5.5	8.5	3.6	3.5	8.4	2.4	1.5	-0.2	7.4
NC(CO)c1cn([C@@H](CCC(=O)O)C(=O)N2CCNCC2)nn1 (some centres undefined)	-0.4	9.2	-4.2	1.6	-5.5	4.3	1.6	-5.6	-2.8
COc1ccc(C(=O)NNC(=O)CSc2nnnn2-c2cc(OC)cc(OC)c2)cc1	2.2	-6.3	1.9	3.6	-7.0	1.9	0.7	-1.9	-1.5
O=C1NCCCCC1NS(=O)(=O)c1ccc(Cl)cc1 (centres undefined)	3.0	1.1	2.9	0.1	-6.4	-1.8	-1.6	4.7	1.7

Reprinted from the part before: two compounds, then new ones.
SMILES	GSTO1 inh	PAFAH1B3 inh	PAFAH1B2 inh	LYPLA2 inh	PREPL inhibitor	PAD4 FP inh	LYPLA1 counter	pPAFAH inh	PAFAH2 FP inh
COc1ccc(C(=O)NNC(=O)CSc2nnnn2-c2cc(OC)cc(OC)c2)cc1	2.2	-6.3	1.9	3.6	-7.0	1.9	0.7	-1.9	-1.5
O=C1NCCCCC1NS(=O)(=O)c1ccc(Cl)cc1 (centres undefined)	3.0	1.1	2.9	0.1	-6.4	-1.8	-1.6	4.7	1.7
CC(C)(C)C(=O)NC(=S)NNC(=O)c1ccncc1	6.9	2.3	2.6	5.2	8.9	-0.7	-0.9	-0.6	4.5
CCOC(=O)c1snc(C(=O)NC2CCCCC2)c1N	-2.8	11.9	6.1	3.4	14.1	0.2	-0.7	-2.3	3.8
O=C(CSc1ccccn1)N/N=C/c1cc([N+](=O)[O-])ccc1O	-3.8	12.0	3.9	0.4	-0.7	-5.9	-0.6	0.5	11.7
CCC(C)N(C(=O)CSc1nnc(C)n1C)C1CCS(=O)(=O)C1 (centres undefined)	-1.0	1.0	-0.4	-1.2	-5.9	0.0	-2.1	1.8	-3.7
CCC(=O)NCCc1nc2cc(NC(=O)c3cccs3)ccc2n1C	3.7	2.2	0.3	6.4	-2.4	1.0	1.3	-1.5	-1.4
O=C(CSc1nnc(COc2ccccc2)n1-c1ccccc1)c1cccs1	9.8	2.2	3.2	8.2	-2.4	4.1	5.0	7.3	3.7
CC(C)OCCCNC(=O)CN1C(=O)/C(=C/c2ccccc2)Sc2ccccc21	-0.6	7.1	0.6	-0.8	14.6	-4.3	1.3	7.5	-9.0
COc1ccc(CC(=O)Nc2cccc(S(=O)(=O)N3CCCCC3)c2)cc1	nt	7.7	1.4	3.1	9.9	2.1	-5.6	1.2	7.5
CCOC(=O)c1ccccc1NC(=O)C1CC(=O)N(C(C)(C)C)C1 (centres undefined)	3.9	3.4	1.0	-1.4	-5.0	-2.1	-0.6	1.8	8.3
COc1ccc(CN(C)CC(=O)N(C)CC(=O)Nc2ccccc2Br)cc1F	nt	11.0	-2.5	4.8	2.6	-3.3	0.9	4.2	-0.8
CCSc1nnc(NC(=O)c2cc(C)on2)s1	2.8	2.8	-0.3	0.1	14.6	-1.2	0.5	2.2	-6.2

Some of the compounds tested, so the mix of outcomes need not match the whole.
